# Screens deposited in PubChem by National Center for Advancing Translational Sciences (NCATS).
# D2 PAM = positive allosteric modulators of human D2 dopamine receptor; HEK293 T-REx D2, calcium flux, EC20 dopamine potentiation; AID 485347; actives 0.34% (n = 340,000); P14416; potentiation, % at 10 µM;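 active = potentiation over 3 SD above the plate norm, cut at about 30% in these data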; also: 0% is about no effect
# Target sequence (P14416 whole entry, looked up): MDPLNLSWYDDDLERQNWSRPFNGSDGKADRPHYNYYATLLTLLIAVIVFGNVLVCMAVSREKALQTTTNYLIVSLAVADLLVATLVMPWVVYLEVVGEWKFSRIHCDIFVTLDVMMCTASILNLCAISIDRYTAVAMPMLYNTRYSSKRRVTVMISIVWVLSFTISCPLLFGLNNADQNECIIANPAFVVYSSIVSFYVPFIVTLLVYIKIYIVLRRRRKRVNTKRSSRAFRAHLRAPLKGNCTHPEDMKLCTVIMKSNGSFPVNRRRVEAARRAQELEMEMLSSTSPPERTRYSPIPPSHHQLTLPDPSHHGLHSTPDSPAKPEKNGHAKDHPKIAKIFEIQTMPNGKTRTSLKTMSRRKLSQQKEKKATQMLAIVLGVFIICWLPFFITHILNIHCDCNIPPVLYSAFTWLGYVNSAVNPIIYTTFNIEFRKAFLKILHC
#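 Tetracycline-induced HEK293 T-REx cells force-coupled to calcium signalling expressed D2; compounds were pin-added after a 10 s baseline, read kinetically 180 s, then an EC20 dopamine challenge followed with a further 180 s calcium read.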
# RXFP1 agonist = activates the human relaxin receptor RXFP1 | Q9HBX9 | HEK293T-RXFP1 cAMP TR-FRET, 30 min; response scale: percent of porcine relaxin response, buffer zero | Potency, µM (top dose mostly 57.5 µM), inactives show at the highest dose activation, usual class: activators | actives 0.3% (n = 370,000) | AID 2676; also: potency is read from the fitted curve at half-maximal effect; % is scaled to controls: 0 for no effect and ±100 for the full control effect; nearly all actives have a fitted effect of over 60% in size; many of its hits are not listed in these tables
#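 cAMP rise read by TR-FRET after 30 min, 37C compound exposure (up to 58 uM) in RXFP1-transfected HEK293 cells with Ro 20174 present. EC50 from Hill-equation fits, with 29 nM porcine relaxin as 100% and buffer as basal.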
# D1 antag = blocks dopamine activation of the human D1 receptor. P21728. HEK293 TREx D1 cells, calcium flux, dopamine EC80; hits give low values. activity change, negative = inhibition, % at 10 µM. actives 3.2% (n = 360,000). AID 504652; in the data active = activity change below about -30%; also: % is scaled to controls: 0 for no effect and ±100 for the full control effect
# Target sequence (P21728 whole entry, looked up): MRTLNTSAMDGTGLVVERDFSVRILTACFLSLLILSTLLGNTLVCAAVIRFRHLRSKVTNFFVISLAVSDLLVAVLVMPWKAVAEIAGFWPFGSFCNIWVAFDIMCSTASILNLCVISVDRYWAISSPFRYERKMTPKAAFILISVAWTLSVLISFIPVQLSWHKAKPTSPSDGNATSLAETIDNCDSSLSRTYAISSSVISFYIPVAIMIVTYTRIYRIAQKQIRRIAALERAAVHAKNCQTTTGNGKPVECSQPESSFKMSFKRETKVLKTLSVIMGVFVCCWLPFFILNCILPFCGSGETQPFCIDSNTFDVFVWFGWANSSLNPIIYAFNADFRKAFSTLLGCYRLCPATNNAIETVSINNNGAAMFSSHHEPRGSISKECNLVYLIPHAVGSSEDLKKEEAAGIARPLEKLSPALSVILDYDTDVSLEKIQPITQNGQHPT
#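 Allosteric or orthosteric antagonism assessed as attenuation of the calcium response to EC80 dopamine, added 180 s after compound, in induced HEK293 Trex D1 cells loaded with no-wash calcium dye.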
# RXFP1 antag = antagonists of human relaxin receptor RXFP1; activity change, negative = inhibition, % at 57.5 µM; actives 0.59% (n = 350,000); AID 1259400; Q9HBX9; HEK293-RXFP1, relaxin-stimulated cAMP HTRF, 30 min; hits give low values;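 active = activity change of -60% or lower, but not beyond a set lower limit; inconclusive = change between -60% and -40%, or beyond the set limit; inactive = change above -40%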; also: % is scaled to controls: 0 for no effect and ±100 for the full control effect
# Glioma ERSR ind = induces the endoplasmic reticulum stress response in human glioma cells. U87-MG GRP78 promoter luciferase reporter, 16 h. Potency, µM, for the others: at the highest dose activation, usual class: activators. actives 0.02% (n = 420,000). AID 602332; also: potency is read from the fitted curve at half-maximal effect; series mostly up to about 76 µM; % of control where 0% means no effect; nearly all actives have a fitted effect of over 35% in size
#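 Stably transfected U87-MG human glioma cells carrying a GRP78-based luminescent sensor were seeded at 1000 cells/well, pin-dosed with compounds and incubated 16 h. Luciferase reagent was then added, and end-point luminescence was read after 10 min at room temperature.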
# Vif-A3F inh = Vif-A3F binding inhibition; HeLa A3F-eYFP + Vif (tagged APOBEC3F with the HIV-1 protein that degrades it), YFP fluorescence increase; Potency, µM (top dose mostly 46.1 µM), for the others: at the highest dose activity, negative = active; actives 0.2% (n = 390,000); also: potency is read from the fitted curve at half-maximal effect; % of control where 0% means no effect; nearly all actives have a fitted effect of over 65% in size
#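 HeLa cells stably expressing Vif plus C-terminally eYFP-tagged A3F were seeded, incubated overnight at 37 deg C, dosed with compound, incubated overnight again at 37 deg C. Yellow fluorescence (Ex 488/Em 500-530) reported blocked Vif-mediated A3F-eYFP degradation.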
# D1 agonist = agonists of human D1 dopamine receptor | P21728 | HEK293 T-REx D1 cells, calcium flux, agonist mode | activation, % at 2 µM | actives 1% (n = 360,000); in the data active = activation above about 30%; also: 0% is about no effect
#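 Inducible HEK293 T-REx D1 cells, force-coupled to calcium signalling, were plated at 4000 cells/well with tetracycline and held overnight at 30 C. After no-wash calcium dye loading, compound-evoked calcium rise over 180 s flagged agonists.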
# Vif-A3G inh = Vif-A3G binding inhibition; Q9HC16; HeLa A3G-eYFP + Vif (tagged APOBEC3G with the HIV-1 protein that degrades it), YFP fluorescence, overnight; Potency, µM (titrated, usually from 46.1 µM), inactives show at the highest dose activity, negative = active, actives largely listed as inhibitors; actives 0.076% (n = 410,000); AID 602310;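 also: potency is read from the fitted curve at half-maximal effect; % is scaled to controls: 0 for no effect and ±100 for the full control effect; nearly all actives have a fitted effect of over 60% in size; hits raise eYFP signal because A3G escapes Vif-driven loss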
#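 HeLa cells stably expressing Vif and C-terminally eYFP-tagged A3G, seeded overnight at 37 deg C, then exposed to compound by pintool overnight at 37 deg C. Rise in yellow fluorescence (Ex 488/Em 500-530, Acumen) marks blocked Vif-driven A3G degradation.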
# D1 potentiator = potentiators of human D1 dopamine receptor | HEK293 TREx D1 cells, calcium flux, dopamine EC20 potentiation | P21728 | actives 0.036% (n = 360,000) | potentiation, % at 10 µM; in the data active = potentiation above about 30%; also: 0% is about no effect
# Starred values were filed as active, the others as inactive; u = inconclusive; x = not tested or not shown; & = joins results of further samples. Unless noted, calls follow the shape of the dose curve; as a rule, active = well fitted curve in the direction sought with a large enough effect; inconclusive = small, poorly fitted or top-dose-only effect, or another doubt; inactive = no such curve, though single readings can be large; an effect the other way counts as inactive or inconclusive. An excerpt; rates above refer to the full screens.
smiles	Vif-A3F inh	RXFP1 agonist	Vif-A3G inh	D1 potentiator	D1 antag	D2 PAM	D1 agonist	RXFP1 antag	Glioma ERSR ind
CC(=O)Nc1cc2c3ccccc3ccc2c2ccccc12	u	x	-1%	x	x	x	x	2	4%
COC(=O)c1ccc(NC(=S)NC(=O)c2c(-c3ccccc3)noc2C)cc1	-9%	6.5%	-3%	-1	-25	2	4	-16	0%
Cc1ccc(NC(=O)CCc2nnc3ccc(N4CCC5(CC4)OCCO5)nn23)cc1F	4%	u	-3%	-5	-6	-5	-1	38	0%
COc1ccc(OC)c(NCc2cccn2-c2nnc(N3CCCCC3)s2)c1	-1%	-3.2%	-12%	-5	-7	4	-1	-3	-2%
COc1ccc(C(C#N)N2N=C(c3ccccc3)CC2c2ccccc2)cc1OC (stereo not drawn)	5%	2.9%	0%	-12	-11	-4	3	-8	5%
Cc1ccc2[nH]cc(C(=O)CN3CCN(C)CC3)c2c1	-4%	0.5%	-5%	0	0	x	4	1	-4%
CCn1ccnc1CN1CCc2c([nH]c3ccccc23)C1C(C)(C)C (stereo not drawn)	u	-2.0%	-4%	1	8	12	3	-9	-2%
O=C(Nc1ccccn1)c1ccc(Cl)c([N+](=O)[O-])c1	9%	-0.6%	1%	-8	0	3	0	-2	3%
CCN1C(=O)C(CC(=O)NCCc2ccccc2)N(NC(=O)c2ccc(Br)cc2)C1=S (stereo not drawn)	6%	x	0%	x	x	x	x	-7	-4%
Cc1ccc(Cl)cc1N1CCN(S(=O)(=O)c2cccc(S(=O)(=O)N3CCCC3)c2)CC1	2%	1.8%	0%	-4	4	7	5	-5	-5%
C[C@H](CO)N1C[C@H](C)[C@@H](CN(C)C(=O)c2cc(-c3ccccc3)on2)OCc2cn(nn2)CCCC1=O	-2%	x	0%	x	x	x	x	-3	4%
S=c1nc[nH]c2c1[nH]c1ccccc12	5%	7.1µM*	-2%	-2	-18	-1	1	19	-2%
CCOc1ccc(OCCOC(=O)CN2C(=O)NC3(CCCC3)C2=O)cc1	5%	-1.4%	0%	2	3	13	0	2	-3%
O=C(NNC1CC(c2ccccc2)=NN1C(=O)c1ccccc1)c1ccccc1 (stereo not drawn)	9%	0.8%	-2%	10	25	8	5	-24	-2%
CCN(C(=O)c1cnc(NC(C)C)cc1C(F)(F)F)c1ccc(Cl)cc1	-7%	2.5%	0%	0	-1	-1	2	-8	-5%

# As a short view, part of the list above.
smiles	Vif-A3F inh	RXFP1 agonist	Vif-A3G inh	D1 potentiator	D1 antag	D2 PAM	D1 agonist	RXFP1 antag	Glioma ERSR ind
CC(=O)Nc1cc2c3ccccc3ccc2c2ccccc12	u	x	-1%	x	x	x	x	2	4%
COC(=O)c1ccc(NC(=S)NC(=O)c2c(-c3ccccc3)noc2C)cc1	-9%	6.5%	-3%	-1	-25	2	4	-16	0%

# (more compounds)
smiles	Vif-A3F inh	RXFP1 agonist	Vif-A3G inh	D1 potentiator	D1 antag	D2 PAM	D1 agonist	RXFP1 antag	Glioma ERSR ind
O=C1NCCCCC1NS(=O)(=O)c1ccc(F)c(F)c1 (stereo not drawn)	9%	-2.0%	-4%	3	1	-4	2	2	-6%
Cc1ccc(C)c(N2CCN(CCCc3ccccc3)CC2)c1	1%	0.4%	-8%	-1	19	-25	3	-6	1%
COc1ccccc1C1C(C(=O)NCc2ccccc2)=C(C)Nc2ncnn21 (stereo not drawn)	4%	1.1%	0%	-7	-10	2	2	3	-1%
COc1ccc(/C=C2/N=C3CCCCCN3C2=O)cc1	9%	-1.5%	0%	-15	9	2	3	3	2%
CCC(C)C(=O)Nc1nc(C)c(-c2csc(Nc3cc(OC)ccc3OC)n2)s1 (stereo not drawn)	7%	2.8%	-3%	-5	-8	2	4	x	-5%
Cc1cc(-c2ccc(C)c(S(=O)(=O)Nc3ccccc3C(F)(F)F)c2)on1	0%	0.5%	-3%	-6	-36*	5	13	1	-3%
Cc1ccc(NC(=O)COC(=O)c2ccc(=O)n(Cc3ccccc3)n2)cc1F	-6%	-0.1%	0%	-4	10	-5	2	-4	-2%
Brc1ccccc1-c1csnn1	-7%	-0.7%	-3%	-5	-26	-2	4	-10	-2%
CCCCOc1ccc(-c2nc(/C=N/c3nccs3)c(O)o2)cc1	-1%	-0.7%	-3%	1	17	13	8	-5	3%
O=C(C=P(c1ccccc1)(c1ccccc1)c1ccccc1)c1ccccc1-c1ccccc1C(=O)C=P(c1ccccc1)(c1ccccc1)c1ccccc1	-17%	x	-22%	x	x	x	x	-23	10%
C/C(N)=C(/C#N)C(=O)CSc1nncn1-c1ccccc1	-11%	4.3%	3%	-2	6	14	1	-10	-1%
N#Cc1ccc(NC(=O)COC(=O)c2ccc(F)c(S(=O)(=O)N3CCOCC3)c2)cc1	5%	0.8%	-6%	0	0	-9	4	2	-7%
Cc1cccnc1NC(=O)c1ccc(S(=O)(=O)N2CCCCCC2)cc1	-5%	-0.6%	-1%	2	0	16	2	0	-2%
O=C(CN1C(=O)COc2ccc(S(=O)(=O)N3CCCCCC3)cc21)NCCc1ccccc1	6%	2.0%	-4%	20	-2	-3	2	9	-1%
CC1(C)C(=O)OC(c2ccccc2)C2(CCCC2)C1=O (stereo not drawn)	4%	-0.3%	0%	-6	-4	2	6	-4	1%
CCN1/C(=C2/SC(=S)N(NC(C)=O)C2=O)Sc2ccc(Cl)cc21	-6%	-0.3%	-3%	5	-5	-1	4	2	-2%
CCc1ccccc1NC(=O)Nc1nnc(N(CC)c2ccccc2)s1	1%	-2.5%	4%	-2	11	1	2	5	-2%
CC(C)(C)C(=O)NCCn1ccc2ccccc21	-2%	-0.1%	-1%	10	17	6	2	-16	-1%
Cc1c(NC(=O)Cn2nc(C(=O)O)c3ccccc3c2=O)c(=O)n(-c2ccccc2)n1C	-12%	2.1%	-4%	5	29	4	3	0	-2%
CCN(C(=O)CN1C=NS(=O)(=O)c2ccccc21)c1ccccc1	-1%	0.0%	1%	1	10	10	0	2	-1%
CC(CNC(=O)C1CCN(C(=O)c2cc3sccc3n2C)CC1)c1ccccc1 (stereo not drawn)	1%	4.3%	-1%	-5	0	-3	2	-25	-3%
Cc1ccc(CNS(=O)(=O)c2cc(C(=O)Nc3cccc(C(F)(F)F)c3)ccc2F)cc1	-2%	6.1%	3%	-1	-7	10	11	-9	1%
C/C=C/c1ccc(OCCCCN2CCN(CC)CC2)c(OC)c1	3%	-0.5%	3%	-3	-33*	-7	0	0	1%
CN(C(=O)COC(=O)CNC(=O)C12CC3CC(CC(C3)C1)C2)c1ccccc1	-17%	-0.1%	5%	1	8	-8	2	-5	-3%
COc1ccc(NS(=O)(=O)c2ccc(Oc3c(C#N)cccc3C#N)cc2)cc1	-11%	2.9%	-8%	-4	-45*	-5	16	-2	1%
O=c1cc(-c2ccccc2)n2c(SCc3cccc([N+](=O)[O-])c3)nnc2[nH]1	-12%	2.6%	12%	-4	x	6	-3	-8	-5%
Cc1ccc(C(=O)COC(=O)CNS(=O)(=O)c2ccc(C)cc2)cc1	2%	1.2%	1%	-6	5	10	3	-23	-2%
Cn1cnnc1SCC(=O)Nc1ncc([N+](=O)[O-])s1	7%	x	0%	x	x	x	x	-3	-1%
O=C(NCc1cccnc1)c1cc(Sc2ccc(F)cc2F)nc2ccccc12	-11%	-1.1%	-3%	7	-15	7	6	-7	-2%
Cc1c(C(=O)N2CCN(S(=O)(=O)c3cc(F)ccc3F)CC2)oc2ccccc12	1%	1.4%	0%	5	-2	16	5	-11	-1%
Cc1ccc(S(=O)(=O)N2CCC(NC(=O)OC(C)C)CC2)cc1	1%	-1.5%	1%	-3	-11	-8	0	4	4%
O=C(COC(=O)c1ccc(NS(=O)(=O)c2cccs2)cc1)NCC1CCCO1 (stereo not drawn)	12%	-0.9%	-3%	-5	9	-9	4	-9	1%
O=C(Nc1cccc(Cl)c1)OC1CCCCc2cccnc21 (stereo not drawn)	-6%	-0.8%	0%	1	9	8	1	-40	6%
CCc1nc2ccc(C(=O)N3CCN(c4cccc(OC)c4)CC3)cc2nc1CC	2%&3%	0.4%&4.5%	1%&-5%	15&-2	-4&-9	3	1&3	3&-25	-2%&-2%
CCC(C)(C)NC(=O)c1ccc2c(c1)N(CC(=O)OC)C(=O)C(C)(C)O2	-1%	0.2%	-2%	7	2	2	-1	2	-6%
COc1cc(/C=N/NC(=O)c2nnn(-c3nonc3N)c2C(C)C)ccc1OCc1ccc(F)cc1	2%	-1.3%	4%	12	-16	5	3	6	-2%
CCCC(=O)N(c1ccc(F)cc1)C1C=CS(=O)(=O)C1 (stereo not drawn)	0%	1.4%	0%	-4	6	10	1	4	1%
Cc1cccc(C2CC(=O)Oc3c2c(=O)n(C)c2ccccc32)c1 (stereo not drawn)	3%	12%	0%	-4	-7	2	0	x	0%
COc1cccc2cc(C(=O)N3CCN(C(=O)c4ccco4)CC3)c(=O)oc12	1%	0.1%	0%	-1	3	x	0	3	-5%
Cc1ccc(C(=O)Nc2nnc(C3CCCCC3)s2)o1	0%	-2.0%	1%	0	1	8	3	14	4%
N#Cc1c(-c2ccccc2)nc(-c2ccncc2)[nH]c1=O	0%	0.3%	0%	-1	-1	12	1	-9	-2%
COc1ccc(CCNC(=O)CNCC2CCCCC2)cc1OC	-5%	4.2%	3%	-1	-12	-5	3	6	-3%
O=C(Cn1nnc2c(cnn2-c2ccc(F)cc2)c1=O)Nc1ccccc1C(F)(F)F	0%	19%	-3%	4	1	5	-1	7	-1%
COc1ccccc1-n1c(C)nc2cc(C(=O)NCC3CCCO3)ccc21 (stereo not drawn)	-3%	-2.9%	-4%	5	-11	x	2	8	-5%
